CD40 NFkB inh = CD40 pathway inhibition in BL2 cells. inhibition, % at 10 µM. BL2 NF-kB luciferase reporter, CD40L-induced, 4 h. 83,000 compounds, 0.94% hits. AID 1053188;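 active means mean inhibition of at least 50% with a set share of replicates also reaching that level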;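 further: 0% = neutral control wells and 100% = IKK inhibitor VII at 50 µM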
Numbers without * were called inactive; [ ] = remark or other dose. The list is partial. The share of hits here may be higher or lower than overall.

SMILES | CD40 NFkB inh
CNC(=O)C[C@@H]1CC[C@@H]2[C@@H](COc3ccc(NS(=O)(=O)c4ccc(F)cc4)cc3C(=O)N2C)O1 | -8[25 µM]
C[C@H]1CN([C@@H](C)CO)C(=O)c2ccccc2-c2ccccc2CO[C@H]1CN(C)C(=O)Cc1ccccc1 | 7[25 µM]
COc1ccc(CCn2c(C)cc(C(=O)COC(=O)c3cnc(C)cn3)c2C)cc1 | -10
C[C@H]1CCCCO[C@H](CN(C)C(=O)Nc2ccc3c(c2)OCO3)[C@@H](C)CN([C@@H](C)CO)C(=O)c2cc(NS(=O)(=O)c3ccc(F)cc3)ccc2O1 | 10[25 µM]
COc1cc(CC(=O)C(=O)O)oc(=O)c1 | 0
CCOC(=O)Nc1sc(C)c(C)c1C(=O)OCC | 2
N#C[C@@H]1[C@H](c2ccc(-c3cncnc3)cc2)[C@@H](CO)N1C(=O)CN1CCOCC1 | 1[25 µM]
Cc1ccc(C(=O)Nc2nnc(-c3ccncc3)o2)cc1 | -49
Cc1ccc(C(=O)Nc2ccc(S(=O)(=O)NC3=NCCCCC3)cc2)c(C)c1 | -13
COc1cc(C(=O)Nc2cccc(-c3cn4cccnc4n3)c2)cc(OC)c1OC | 10
CCC1S/C(=N/C(=O)NC2CCCCC2)NC1=O (stereo not drawn) | -64
O=C(C[C@H]1C[C@@H]2c3cc(NS(=O)(=O)c4ccc(F)cc4)ccc3O[C@@H]2[C@@H](CO)O1)N1CCc2ccccc2C1 | 41[25 µM]
COc1cccc(Oc2cncnc2-c2ccc(OC)cc2O)c1 | -7
CCN(CC)S(=O)(=O)c1ccc(=O)n(CC(=O)N2Cc3ccccc3CC2C(N)=O)c1 (stereo not drawn) | 9
Cc1csc2nc(NC(=O)c3ccccc3)sc(=O)c12 | -69
c1cnc2ccc3c(c2c1)COCO3 | 0
N#C[C@@H]1[C@H](c2ccccc2-c2ccccc2F)[C@H](CO)N1C(=O)C1CCOCC1 | -2[25 µM]
CC(=O)C1C(c2ccncc2)NC(=O)NC1(O)C(F)(F)F (stereo not drawn) | -8
CN(C)c1ccc2c(c1)[C@@H]1C[C@@H](CC(=O)NCc3ccccc3F)O[C@H](CO)[C@@H]1O2 | -7[25 µM]
O=C(NCCC1CCCCN1S(=O)(=O)c1cccs1)C(=O)Nc1ccc(F)cc1 (stereo not drawn) | -20
COc1ccc(NC(=O)CN(C)CC(=O)c2c(C)[nH]c3ccccc23)cc1 | 5
Cc1ccccc1S(=O)(=O)NCC[C@H]1CC[C@H](NC(=O)C2CCCC2)[C@@H](CO)O1 | 3
CCCc1nc(SC)[nH]c(=O)c1C | 7
CN(C)S(=O)(=O)c1cccc(NC(=O)CSc2nncn2-c2ccccc2)c1 | 2
C[C@@H]1CCCCO[C@H](CN(C)S(=O)(=O)c2ccccc2)[C@H](C)CN([C@H](C)CO)C(=O)c2cc(NS(=O)(=O)c3ccc(Cl)cc3)ccc2O1 | 1

Later entries.
SMILES | CD40 NFkB inh
O=C(CCN1C(=O)c2cccc([N+](=O)[O-])c2C1=O)NC1CCCCCC1 | 0
Cc1ccc(C(=O)Nc2ccc(N3CCOCC3)nc2N2CCOCC2)cc1 | 13
COc1ccc2c3c([nH]c2c1)[C@@H](CO)NCC31CN(C(=O)Nc2ccc(F)cc2F)C1 | 7[25 µM]
O=C(Nc1ccc(F)cc1)N1C[C@H]2[C@@H](c3ccccc31)[C@@H](CO)N2Cc1ccccc1 | -17
CCCCN(C(=O)c1ccc([N+](=O)[O-])o1)c1c(N)n(CCCC)c(=O)[nH]c1=O | -5
Cc1ccccc1-n1nnnc1Sc1nnnn1-c1ccccc1 | 45
O=C(C1CCCCC1)N1C[C@@H]2[C@H](c3ccccc31)[C@H](CO)N2Cc1ccccc1Cl | 11[25 µM]
O=C(c1cc(Cl)ccc1O)N1CCN(S(=O)(=O)c2cccs2)CC1 | 1
FC(F)(F)CN1C[C@@H]2C(c3ccc(Br)cc3)[C@H](C1)N2CC(F)(F)F (stereo partly drawn) | -3
C/C=C/c1ccc([C@H]2[C@H](CO)N3C(=O)CN(C(=O)NC4CCCCC4)C[C@@H]23)cc1 | -7[25 µM]
Cc1nnc(SCc2cc(=O)[nH]c(=S)[nH]2)s1 | 6
COc1cccc(C2=NN(C(=O)c3ccc(C)o3)C(O)(C(F)(F)F)C2)c1 (stereo not drawn) | 5
CCOc1ccc(NC(=O)c2c(NC(=O)CN3CCCC3)sc3c2CCC3)cc1 | -10
O=C(NCC[C@@H]1CC[C@H](NC(=O)C2CCOCC2)[C@@H](CO)O1)c1cc(Cl)cc(Cl)c1 | 0[25 µM]
COC(=O)c1ccc(-c2ccc(CNCC(O)c3ccccc3)o2)cc1 (stereo not drawn) | -6
COc1nccnc1NS(=O)(=O)c1ccc(NC(=O)c2ccc(F)cc2)cc1 | 7
O=C(C[C@@H]1CC[C@H]2[C@@H](COC[C@H](O)CN2C(=O)Nc2ccc(Cl)cc2)O1)NCC1CCCCC1 | 26[25 µM]
OC[C@H]1O[C@@H](c2nc(-c3nc(-c4ccc(F)cc4)no3)cs2)[C@H](O)[C@@H]1O | -21
CCn1c(NC(=O)c2nn(C)cc2Br)nc2ccccc21 | 4
OC(CN1CCCCC1)CN(c1ccccc1)c1ccccc1 (stereo not drawn) | -1
CC(=O)c1sc(NC(=O)COc2ccc(Cl)cc2Cl)nc1C | -11
O=C(O)CSc1nc(-c2ccccc2)cc(=O)[nH]1 | 5
CO[C@H]1CN(C)C(=O)c2ccc(NC(=O)Nc3ccccc3)cc2OC[C@H](C)N(C(=O)CC2CC2)C[C@H]1C | -15[25 µM]
COc1cc2ccccc2cc1C(=O)N1CC(C)OC(C)C1 (stereo not drawn) | 11
COc1ccc(CNC(=O)C[C@H]2C[C@@H]3c4cc(N(C)C)ccc4O[C@@H]3[C@H](CO)O2)cc1 | 11[25 µM]

Additional entries:
SMILES | CD40 NFkB inh
CCOC(=O)NN1C(=O)c2ccccc2NC1c1cccnc1 (stereo not drawn) | 15
CCCCn1c(C(C)NC(=O)CCC)nc2ccccc21 (stereo not drawn) | 6
CCN1CCN(c2ccc(S(=O)(=O)N3CCOCC3)cc2NC(=O)/C=C/c2ccc(OC)c(OC)c2)CC1 | -7
CC(C)[C@H](NC(=O)c1ccccc1)C(=O)OCC(=O)N1CCCCCC1 | 5
CCC(C)NC(=O)Cn1cnc2sc(C)cc2c1=O (stereo not drawn) | -2
O=C(CC1C(=O)NCCN1CC1CCCCC1)NC1(c2ccccc2)CC1 (stereo not drawn) | 0
CCOC(=O)CNC(=O)N1CCc2ccc(NC(=O)c3ccccc3OC)cc2C1 | 2
c1csc(-c2csc(-c3cccs3)n2)c1 | -78
CC(C)OC(=O)Cn1nnc(-c2ccccc2)n1 | -9
CNC(=O)Nc1cc(C(C)(C)C)no1 | 1
Cc1ccc(C(=O)OCC(=O)Nc2cc(S(=O)(=O)N3CCOCC3)ccc2C)cc1 | 4
CS(=O)(=O)N1CCN(C(=O)c2ccc(-c3ccccc3)cc2)CC1 | 4
CC(=O)c1cccc(NC(=O)CN2CCN(S(=O)(=O)/C=C/c3ccccc3)CC2)c1 | 1
CNC(=S)Nc1ccc(OCc2ccccc2)cc1 | -45
Cc1nn(Cc2ccccc2)c(Cl)c1C(=O)NCc1ccco1 | 5
CN1C(=O)c2cc(NC(=O)Nc3ccccc3Cl)ccc2OC[C@H]2O[C@H](CC(=O)NCCCN3CCOCC3)CC[C@H]21 | -7[25 µM]
COc1ccc(OCc2nnc(SCC(=O)NCC3CCCO3)n2N)cc1 (stereo not drawn) | -15
CNC[C@@H]1Oc2ccccc2C(=O)N(C)C[C@@H]1C | -4
COc1cccc(C=NNC(=O)c2ccncc2)c1O | -38
Cc1ccc2c(c1)CCCN2C(=O)c1ccco1 | 6
OCCN1CCN(c2nnc(-c3ccccc3)c3ccccc23)CC1 | 2
O=C1c2ccccc2CN1CCNS(=O)(=O)c1ccc(Cl)cc1 | 3
Nc1nccnc1C(=O)OCC(=O)NCCc1ccc(S(N)(=O)=O)cc1 | 7
O=C(O)c1ccccc1S(=O)CCO (stereo not drawn) | 3
O=C(Nc1ccc(Cl)cc1)Nc1ccc2c(c1)N1CCN=C1S2 | -34

A section taken from the entries so far, for reference:
SMILES | CD40 NFkB inh
CCC(C)NC(=O)Cn1cnc2sc(C)cc2c1=O (stereo not drawn) | -2
O=C(CC1C(=O)NCCN1CC1CCCCC1)NC1(c2ccccc2)CC1 (stereo not drawn) | 0
CCOC(=O)CNC(=O)N1CCc2ccc(NC(=O)c3ccccc3OC)cc2C1 | 2
c1csc(-c2csc(-c3cccs3)n2)c1 | -78
CC(C)OC(=O)Cn1nnc(-c2ccccc2)n1 | -9
CNC(=O)Nc1cc(C(C)(C)C)no1 | 1
Cc1ccc(C(=O)OCC(=O)Nc2cc(S(=O)(=O)N3CCOCC3)ccc2C)cc1 | 4
CS(=O)(=O)N1CCN(C(=O)c2ccc(-c3ccccc3)cc2)CC1 | 4
CC(=O)c1cccc(NC(=O)CN2CCN(S(=O)(=O)/C=C/c3ccccc3)CC2)c1 | 1
CNC(=S)Nc1ccc(OCc2ccccc2)cc1 | -45
Cc1nn(Cc2ccccc2)c(Cl)c1C(=O)NCc1ccco1 | 5
CN1C(=O)c2cc(NC(=O)Nc3ccccc3Cl)ccc2OC[C@H]2O[C@H](CC(=O)NCCCN3CCOCC3)CC[C@H]21 | -7[25 µM]
COc1ccc(OCc2nnc(SCC(=O)NCC3CCCO3)n2N)cc1 (stereo not drawn) | -15
CNC[C@@H]1Oc2ccccc2C(=O)N(C)C[C@@H]1C | -4
COc1cccc(C=NNC(=O)c2ccncc2)c1O | -38
Cc1ccc2c(c1)CCCN2C(=O)c1ccco1 | 6
OCCN1CCN(c2nnc(-c3ccccc3)c3ccccc23)CC1 | 2
O=C1c2ccccc2CN1CCNS(=O)(=O)c1ccc(Cl)cc1 | 3

Next entries
SMILES | CD40 NFkB inh
Cc1ccc(S(=O)(=O)N(C)C[C@@H]2OCc3cnnn3CCCC(=O)N([C@H](C)CO)C[C@H]2C)cc1 | -3
O=C(CN1C(=O)CSC1=O)Nc1ccccc1N1CCOCC1 | 5
O=C(Nc1ccc2c(c1)OCO2)N[C@@H]1CC[C@@H](CCNC(=O)C2CCCC2)O[C@H]1CO | -1
CN(C(=O)CSc1nnc(COc2ccccc2F)n1N)C1CCS(=O)(=O)C1 (stereo not drawn) | 1
N#C[C@H]1[C@@H](c2ccc(C3=CCCCC3)cc2)[C@H](CO)N1C(=O)CN1CCOCC1 | -17[25 µM]
Clc1ccc(COc2ccccc2-c2ccnc3ncnn23)cc1 | -83
COc1cc2c(CCNC(C)=O)c[nH]c2cc1Cl | -11[25 µM]
O=C(COC(=O)C1(c2ccc(F)cc2)CCCC1)N1CCNC1=O | 4
O=C(NC1CCCCCCC1)c1ccco1 | 6
Cc1csc(NC(=O)CCc2c(C)nc3cc(-c4cccc(F)c4)nn3c2C)n1 | -10
CN(C1CCS(=O)(=O)C1)S(=O)(=O)c1ccc(N2CCCC2=O)cc1 (stereo not drawn) | 4
CC(OC(=O)c1ccc(NC(=O)CC#N)cc1)C(=O)Nc1ccc2c(c1)OCCO2 (stereo not drawn) | 2
O=C(Nc1nc(-c2ccncc2)cs1)c1ccc(S(=O)(=O)N2CCOCC2)cc1 | -1
CCOC(=O)c1cc2cc(C)ccc2[nH]1 | -9
O=C(Nc1ccc(Cl)cc1)N[C@H]1CC[C@@H](CCNC(=O)c2ccccc2F)O[C@H]1CO | -1
COc1ccc(CCNC(=O)COC(=O)CCC(=O)c2ccc(F)cc2)cc1OC | 0
O=C(CCc1nnc(CCCCc2ccccc2)o1)NCc1cc(F)ccc1F | 10
COc1cc(-c2nnc(NC(=O)CS(=O)(=O)c3ccc(F)cc3)o2)cc(OC)c1OC | 3
OCC1CCCCN1CCNCc1cn[nH]c1-c1cccc2ccccc12 (stereo not drawn) | 9
C[C@@H]1CN([C@@H](C)CO)C(=O)c2ccccc2-c2ccccc2CO[C@@H]1CN(C)C(=O)C1CC1 | 0
O=C(CN1CCCCC1)Nc1cccc(Cl)c1 | 3
O=C(C[C@H]1CC[C@@H]2[C@H](COC[C@H](O)CN2C(=O)c2ccc3c(c2)OCO3)O1)NC1CCC1 | -3[25 µM]
CO[C@@H](CN(C)CC1CCOCC1)[C@@H](C)CN(C(=O)Nc1ccc(F)cc1)[C@H](C)CO | -4[25 µM]
O=C(CCNC(=O)c1ccccc1)NCCCc1ccccc1 | 4
Cc1ccc(S(=O)(=O)Nc2ccc3c(c2)C(=O)N([C@H](C)CO)C[C@H](C)[C@@H](CN(C)S(=O)(=O)c2cccs2)OCCCC[C@H](C)O3)cc1 | -1[25 µM]

(continued)
SMILES | CD40 NFkB inh
C/C=C/c1ccc([C@@H]2[C@@H](CO)N3C(=O)CN(C(=O)Nc4ccc(F)cc4)C[C@H]23)cc1 | -3[25 µM]
O=C(CN1CCOCC1)NCC[C@H]1CC[C@H](NC(=O)Nc2ccccc2)[C@H](CO)O1 | 2
CCN(Cc1ccccc1)S(=O)(=O)c1cc(C(=O)NC2CCCCCC2)ccc1OC | 14
CCCCNC(=O)CCNS(=O)(=O)c1ccc(C)cc1 | 11
O=C1c2ccccc2C(O)(Cc2ccccc2)N1CCCN1CCOCC1 (stereo not drawn) | 10
OCCC1CN(Cc2ccc(-n3cccn3)cc2)CCN1Cc1ccccc1 (stereo not drawn) | 13
OCC1OC(n2cnc3c(/C=C(\O)c4ccccc4)ncnc32)C(O)C1O (stereo not drawn) | -1
Cc1noc(C)c1C(=O)Nc1cccc2ncccc12 | 14
CCC(=O)N(Cc1cc2ccccc2[nH]c1=O)c1ccc(OC)cc1 | 12
C[C@@H]1CN(C)C(=O)Cc2cc(N(C)C)ccc2O[C@H]1CN(C)S(C)(=O)=O | 8
O=C(Nc1cc(S(=O)(=O)N2CCCCCC2)ccc1OCC(F)(F)F)c1cnccn1 | 1
CNC[C@@H]1Oc2ccccc2CC(=O)N(C)C[C@@H]1C | -5
O=C(CCn1c(=O)sc2ccccc21)Nc1nccs1 | -104
CCOC(=O)c1cc(OC(=O)c2ccccc2)n(-c2ccccc2)n1 | 10
CCC(C)(C)NC(=O)Cc1ccc(F)cc1 | 9
Cn1cccc1-c1cc(C(=O)N/N=C/c2cccc(O)c2)[nH]n1 | -35
